ADAM10 inh – human ADAM10 inhibitors, primary screen, biochemical, QFRET, HTS | actives 0.62% (n = 370,000) | inhibition, % at 7 µM | Disintegrin and metalloproteinase domain-containing protein 10 (Homo sapiens), O14672 | recombinant ADAM10, EDANS/DABCYL FRET peptide cleavage, 3 h;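 active = inhibition above a per-campaign cutoff equal to the mean of compounds falling between control-based bounds plus 3 SD, cut at about 20% in these data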;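 note: 0% = DMSO wells while the 100% control is not disclosed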
ARFGAP1 inhibitor – inhibitors of rat ARFGAP1 GAP activity, primary screen, biochemical, fluorescence polarization, GDP tracer | actives 0.26% (n = 360,000) | inhibition, % at 16.5 µM | Arfgap1-stimulated ARF1 GTP hydrolysis, GDP FP detection | ADP-ribosylation factor GTPase-activating protein 1 (Rattus norvegicus), Q62848;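 active = inhibition above a per-plate limit, mean inhibition of low control wells plus 3 SD, cut at about 25% in these data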;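 note: 0% = DMSO wells with enzyme and 100% = wells lacking Arfgap1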
Target sequence (Q62848 1-136 limits assumed): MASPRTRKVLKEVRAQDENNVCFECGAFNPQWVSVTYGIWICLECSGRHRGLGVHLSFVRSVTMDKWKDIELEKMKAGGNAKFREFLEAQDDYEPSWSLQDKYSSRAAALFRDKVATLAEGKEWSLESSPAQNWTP
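Material: truncated rat Arfgap1 GAP domain; Incubation: compound-enzyme preincubation 20 min, reaction 120 min, detection 60 min, 25 °C; Read-out: percent inhibition of Arfgap1-stimulated GTP hydrolysis; Technique: FP, GDP Alexa 633 tracer displaced from anti-GDP antibody, 620/688 nm; Controls: No-Arfgap1 wells (100%) versus DMSO full-reaction wells (0%); Replication: single well per compound.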
proKLK7 act – proKLK7 zymogen activators, primary screen, biochemical, fluorescence intensity | Kallikrein-7 (Homo sapiens), P49862 | actives 0.9% (n = 370,000) | AID 652039, 2013 | activation, % at 7 µM | purified proKLK7, EDANS-DABCYL substrate fluorescence; 100% is mature enzyme control, 0% vehicle;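 active = activation above the mean of all tested compounds plus 3 SD, computed per campaign excluding outliers beyond control limits, cut at about 13% in these data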
TDP2 inh – human TDP2 enzyme inhibitors, primary screen, biochemical, epi absorbance, recombinant enzyme. actives 0.34% (n = 370,000). Tyrosyl-DNA phosphodiesterase 2 (Homo sapiens), O95551. AID 720702, 2013. inhibition, % at 12.8 µM. T5PNP hydrolysis, p-nitrophenol absorbance 415 nm;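 active = inhibition above the mean of all tested compounds plus 3 SD, set per campaign, cut at about 25% in these data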;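 note: 0% = DMSO with enzyme and 100% = buffer with substrate but no TDP2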
Target sequence (O95551 whole entry, looked up): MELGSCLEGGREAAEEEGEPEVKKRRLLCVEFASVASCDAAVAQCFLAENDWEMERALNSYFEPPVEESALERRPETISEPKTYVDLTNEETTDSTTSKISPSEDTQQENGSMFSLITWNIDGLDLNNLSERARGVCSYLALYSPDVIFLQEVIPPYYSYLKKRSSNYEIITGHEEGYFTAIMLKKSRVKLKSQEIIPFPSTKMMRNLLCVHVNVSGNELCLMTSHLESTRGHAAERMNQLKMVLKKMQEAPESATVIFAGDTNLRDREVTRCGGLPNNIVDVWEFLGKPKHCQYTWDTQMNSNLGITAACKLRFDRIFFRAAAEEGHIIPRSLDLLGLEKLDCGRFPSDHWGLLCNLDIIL
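Read-out basis: percent inhibition. System: recombinant human TDP2. Buffer or medium: Mg2+-containing Tris-HCl buffer, pH 7.5. Repeats: single replicate. Timing: reaction 2 h, 37 °C. Benchmarks: high control without enzyme, low control DMSO plus TDP2. Probe or stimulus: 5 mM T5PNP. Doses: 12.8 µM only. Measured by: epi absorbance of p-nitrophenol freed from T5PNP by hydrolysis.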
DDE Tn6 FP inh – inhibitors of Tn6 peptide binding to fibrin DD(E), primary screen, biochemical, fluorescence polarization, human fibrin, Tn6 probe; Fibrin DD(E) TRITC-Tn6 fluorescence polarization displacement; inhibition, % at 8.3 µM; actives 0.21% (n = 370,000);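 active = inhibition above a per-campaign cutoff: mean of compounds within control limits plus 3 SD, cut at about 15% in these data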;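 note: 0% = median of all compound wells on the plate and 100% = blocking peptide control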
LEDGF integ inh – blockers of LEDGF/p75-dependent integrase strand transfer – biochemical, TR-FRET, high throughput, primary screen; AID 743269, 2014; inhibition, % at 3.7 µM; TR-FRET IN-LEDGF/p75 DNA integration, Eu/Cy5; HIV-1 integrase (with human LEDGF/p75); actives 0.64% (n = 370,000);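 active = inhibition above the screen-wide mean plus 3 SD, cut at about 13% in these data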;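 note: signal is the Cy5 over europium emission ratio at 671 and 618 nm; 0% = plate median of compound wells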
PLC-gamma1 inh – PLC-gamma1 enzyme inhibitors, primary screen, biochemical, fluorescence, purified enzyme; AID 720700, 2013; actives 0.84% (n = 370,000); inhibition, % at 12.2 µM; 1-phosphatidylinositol 4,5-bisphosphate phosphodiesterase gamma-1 (Homo sapiens), P19174; fluorogenic substrate; in the data active = inhibition above about 9.5%
ASAP1 inh – inhibitors of human ASAP1 ArfGAP activity, primary screen, biochemical, fluorescence polarization; inhibition, % at 16.5 µM; ASAP1-stimulated ARF1 GTP hydrolysis, GDP FP detection; actives 0.19% (n = 360,000); in the data active = inhibition above about 25%;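 note: 0% = vehicle with enzyme and substrate and 100% = no enzyme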
Tn7 DDE FP – inhibitors of Tn7 peptide binding to fibrin DD(E), primary screen, biochemical, fluorescence polarization, human fibrin, Tn7 probe. actives 0.13% (n = 370,000). FP displacement of FITC-Tn7 peptide from fibrin DD(E); 0% = median of compound wells per plate. inhibition, % at 8.3 µM;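 active = inhibition above the mean of compounds falling within the control limits plus 3 SD of them, cut at about 14% in these data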;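 note: 0% = plate median of compound wells and 100% = 10 µM Aha-Tn7 peptide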
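Assay system: human fibrin DD(E). Input: DD(E) 2 µM final. Medium: Tris buffer with calcium and detergent, pH 7.8. Compound dosing: single point at 8.3 µM. Timing: 10 min plus 3 h, room temperature. Technique: fluorescence polarization of the labelled Tn7 tracer. Read-out: percent inhibition. Replicates: singlicate testing.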
ADAM17 inh – ADAM17 inhibitors, primary screen, biochemical, QFRET | inhibition, % at 6.95 µM | Disintegrin and metalloproteinase domain-containing protein 17 (Homo sapiens), P78536 | recombinant ADAM17, EDANS/DABCYL FRET peptide cleavage | AID 720648, 2013 | actives 0.83% (n = 370,000);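 active = inhibition above the mean of compounds lying between control limits plus 3 SD, set per campaign, cut at about 8.5% in these data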;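 note: 0% = DMSO-only wells as the low control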
Target sequence (P78536 215-824 limits assumed): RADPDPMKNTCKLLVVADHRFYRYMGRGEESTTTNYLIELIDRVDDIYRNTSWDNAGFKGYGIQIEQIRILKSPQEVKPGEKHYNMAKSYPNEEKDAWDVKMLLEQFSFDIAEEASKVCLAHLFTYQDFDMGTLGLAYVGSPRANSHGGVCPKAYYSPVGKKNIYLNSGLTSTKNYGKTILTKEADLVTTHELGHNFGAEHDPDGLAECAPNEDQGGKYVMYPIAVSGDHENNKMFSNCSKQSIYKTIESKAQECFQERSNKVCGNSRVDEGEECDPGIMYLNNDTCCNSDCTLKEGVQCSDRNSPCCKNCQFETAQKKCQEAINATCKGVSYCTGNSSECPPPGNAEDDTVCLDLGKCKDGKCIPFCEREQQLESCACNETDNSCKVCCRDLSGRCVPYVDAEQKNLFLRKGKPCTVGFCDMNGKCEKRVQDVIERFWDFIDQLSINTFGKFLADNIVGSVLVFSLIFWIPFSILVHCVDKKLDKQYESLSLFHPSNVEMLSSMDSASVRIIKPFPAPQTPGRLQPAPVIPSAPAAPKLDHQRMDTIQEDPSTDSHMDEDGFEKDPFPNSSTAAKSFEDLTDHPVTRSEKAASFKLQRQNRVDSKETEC
The depositor's hits bear a star; i = inactive; / = not tested or not shown. Outcome played no part in choosing rows (roughly 4.2% active in at least one column).

ADAM10 inh,ARFGAP1 inhibitor,proKLK7 act,TDP2 inh,DDE Tn6 FP inh,LEDGF integ inh,PLC-gamma1 inh,ASAP1 inh,Tn7 DDE FP,ADAM17 inh,Molecule
1.5,1.2,-0.1,10.5,3.7,-0.3,1.5,-0.8,1.1,0.2,Cc1ccc(NC(=S)NN2CCN(C)CC2)c(C)c1
-2.3,0.8,-0.7,3.6,0.8,0.6,-1.9,-12.0,0.4,0.7,O=C(NCc1ccccc1Cl)c1ccc(CS(=O)(=O)c2ccccc2)o1
4.8,10.2,-0.2,-2.2,-0.4,-2.5,-1.4,-1.7,4.2,-3.2,O=c1cnn(Cc2ccc(Cl)c(Cl)c2)c2ccccc12
-1.4,8.0,0.0,4.0,-1.6,0.1,1.7,0.5,-3.2,-0.8,COCOCCn1cc(CN2CCS(=O)(=O)N(Cc3ccc(-c4ccc(OC)nc4)cc3)C(C)C2=O)nn1 (configuration not stated)
7.9,-10.3,0.7,-12.0,1.6,-2.2,1.1,-6.1,-7.4,4.4,CC12CCC(=O)N1C(C(=O)Nc1nc(-c3ccccc3)cs1)CS2 (configuration not stated)
-1.8,6.3,-0.4,9.5,-5.4,-1.6,1.4,-2.9,-3.8,-2.4,Cc1ccc(NC2(C#N)C(=O)Nc3ccccc32)cc1 (configuration not stated)
-43.5,6.6,-0.3,5.1,7.2,-0.2,-3.8,11.2,6.7,-19.4,Cc1ccc(S(=O)(=O)N(CCO)Cc2cc3ccc(C)c(C)c3[nH]c2=O)cc1
-65.5,3.1,-5.3,3.2,-1.8,-3.3,-37.8,5.9,-2.3,-19.6,Cc1cccc(N=CC=C2OC(C)(C)C(C)(C)O2)c1
-2.2,2.6,-0.7,5.1,-3.6,0.1,-10.6,3.2,0.1,-3.3,CCCN1CCN(c2nc(-c3cccs3)nc3ccccc23)CC1
2.9,-9.4,0.9,-4.2,-2.9,-3.7,5.4,4.2,-4.5,-1.6,COc1ccc(C)cc1Nc1n[n+](-c2ccccc2)c(-c2c(Cl)cccc2Cl)s1
-4.0,-1.6,0.8,3.3,2.9,1.3,1.0,-1.0,-2.5,-4.3,COC(=O)C[C@@H]1C=C[C@H](NC(=O)Nc2ccc(F)cc2)[C@@H](CO)O1
1.0,2.8,-0.8,-10.9,-0.3,1.9,4.7,-3.4,-6.3,-0.2,Cc1ccc(NC(=O)NCCCN2CCOCC2)cc1
-2.9,-3.2,0.5,0.0,-12.2,-0.7,-3.9,-0.2,-1.9,-6.2,Cc1ccc(Cl)cc1NC(=O)CSC(N)=O
0.5,0.2,0.0,5.5,-5.9,1.0,5.1,-4.6,0.1,0.1,CCc1noc(C)c1C(=O)Nc1nc(-c2ccc(Cl)cc2Cl)cs1
-134.8,11.3,-1.6,-1.1,-4.0,-0.2,-23.2,-9.0,-1.5,-35.6,COc1ccccc1/C=C/C(=O)OCC(=O)NC1CCCCCCC1
-8.9,17.3,-1.6,-0.5,2.6,-2.9,-24.1,9.4,-4.6,-3.7,O=C(N/N=C/c1cccc(O)c1)c1ccc(COc2cccc3cccnc23)cc1
-8.4,7.2,0.0,6.2,-0.8,-1.4,-11.2,-2.5,4.2,-5.3,CCOc1ccccc1NC(=S)C(=C([O-])c1ccc2c(c1)OCCO2)[n+]1ccc(CC)cc1
1.7,7.8,0.6,-2.8,5.4,0.8,1.7,11.7,3.8,1.7,Cc1cc(C)c(OCC(O)CN2CCN(c3ccccn3)CC2)c(C)c1 (configuration not stated)
-13.4,16.8,0.8,-0.4,-3.8,-1.2,-13.6,12.6,-5.6,-9.1,O=C(Nc1ccc(F)cc1)c1cc2cc(Cl)ccc2[nH]1
-3.9,0.3,0.4,-4.2,0.1,3.6,3.8,-15.9,-4.8,-2.4,C=CCn1c(SCC(=O)NC2CC2)nnc1-c1cccs1
-4.3,13.3,-0.6,-3.9,-2.8,0.8,1.6,2.0,-16.2,-0.5,COc1ccc(N(CCC#N)S(=O)(=O)c2cccc3nsnc23)cc1
-4.7,0.4,0.0,7.2,-3.9,3.7,-2.3,-13.7,-2.5,-0.8,CCN(CC)Cc1c(-c2ccccc2)[nH]c2ccc(C)cc2c1=O
1.9,6.5,0.1,4.5,-1.5,1.7,0.1,-19.3,6.2,-0.1,O=C(COc1ccc(S(=O)(=O)N2CCCCC2)cc1)NCC1CCCO1 (configuration not stated)
4.6,8.4,-0.3,-11.1,-0.8,2.8,2.3,1.1,-2.8,3.5,COc1ccc(NC(=O)c2ccc(NCCCN3CCOCC3)c([N+](=O)[O-])c2)cc1
-28.4,4.9,-4.3,3.2,-13.9,-1.1,1.4,-7.3,2.7,-7.0,COc1cc(/C=C/C(=O)O)ccc1O
8.5,-5.5,1.2,-3.1,-3.5,5.7,0.2,6.3,7.1,3.4,Cc1cccc(COC[C@H](Cc2ccccc2)N2CCN(C(=O)c3ccc(Cl)c(Cl)c3)CCC2=O)c1
0.6,3.7,-0.3,1.5,-1.7,0.1,-0.2,1.6,-5.0,1.6,C/C(CC(=O)Nc1ccc(F)cc1)=N\NC(=O)COc1ccccc1
0.3,-0.4,0.5,5.1,15.2,-1.5,-1.1,9.6,9.9,-1.9,CCC(C)C(=O)Nc1ccccc1N1CCN(c2ccc(F)cc2)CC1 (configuration not stated)
-380.6,-7.7,-4.2,-13.2,0.0,2.6,-27.2,-1.5,4.0,-105.2,COc1ccc2nc(-c3ccc(F)cc3)sc2c1
9.2,-10.1,-0.5,-5.2,3.3,1.6,5.8,-20.7,-1.4,2.5,CC1SC(c2ccc(Cl)cc2)NC1=O (configuration not stated)

2 successive records out of the list so far, quoted:
ADAM10 inh,ARFGAP1 inhibitor,proKLK7 act,TDP2 inh,DDE Tn6 FP inh,LEDGF integ inh,PLC-gamma1 inh,ASAP1 inh,Tn7 DDE FP,ADAM17 inh,Molecule
1.5,1.2,-0.1,10.5,3.7,-0.3,1.5,-0.8,1.1,0.2,Cc1ccc(NC(=S)NN2CCN(C)CC2)c(C)c1
-2.3,0.8,-0.7,3.6,0.8,0.6,-1.9,-12.0,0.4,0.7,O=C(NCc1ccccc1Cl)c1ccc(CS(=O)(=O)c2ccccc2)o1

Continued.
ADAM10 inh,ARFGAP1 inhibitor,proKLK7 act,TDP2 inh,DDE Tn6 FP inh,LEDGF integ inh,PLC-gamma1 inh,ASAP1 inh,Tn7 DDE FP,ADAM17 inh,Molecule
-12.1,5.4,-0.1,0.6,4.5,0.6,-6.4,-10.7,-3.1,-3.3,Cc1ccc(-c2c(C(=O)c3ccc(Br)cc3)[nH]c(N)c2C(=O)NCc2ccc(Cl)cc2)cc1
-30.9,-0.9,-1.4,-6.0,5.9,1.0,-21.5,-2.9,5.6,-11.5,FC(F)(F)c1ccccc1Cc1c(-c2ccco2)nc2c3ccccc3ccn12
3.5,19.0,0.6,-9.4,-2.2,7.9,4.4,-5.1,-9.5,3.7,Cc1cc2cc(OCc3ccccc3)ccc2n1C
12.4,-1.3,-0.3,-0.9,7.7,-7.9,-15.0,-11.7,6.5,-3.4,CCc1ccccc1N1C(=O)C(Cl)=C(N2CCOCC2)C1=O
0.6,9.6,1.0,-3.9,-9.4,5.1,-1.3,-4.7,-9.5,-0.9,O=c1cc(NCc2ccccc2)[nH]c(=O)[nH]1
-412.7,/,/,-4.0,2.6,-3.6,i,/,2.2,-115.4,CC(C)N1CCc2c(sc(NC(=O)C(F)(F)F)c2-c2nc3ccccc3s2)C1
-97.6,-2.8,1.1,10.6,8.9,6.0,-41.6,18.5,0.6,-30.4,NC(=O)c1cc(N)ccc1N1CCCC1
-0.8,-3.8,0.7,5.4,-7.6,0.7,-8.1,-7.3,-3.4,2.4,O=C(Nc1cccn(Cc2c(Cl)cccc2Cl)c1=O)c1ccccc1Cl
1.3,-0.5,-5.3,-1.1,-1.2,-7.5,-98.1,11.6,1.0,-2.0,COc1ccc(OC)c(N/C=C/C(=O)c2ccc(OC)c(OC)c2)c1
-6.8,-8.9,0.0,6.2,5.3,3.3,-0.5,-8.3,-3.2,-1.6,CCCOc1ccc(C(=O)CCC(=O)OCC(=O)N(C)c2c(N)n(Cc3ccccc3)c(=O)[nH]c2=O)cc1
4.5,14.2,0.1,-1.3,-3.6,4.8,4.2,3.4,-11.6,4.1,CCOC(=O)C1=CN(Cc2cccc(F)c2)S(=O)(=O)N(CC)C1c1ccc2ccccc2c1 (configuration not stated)
3.1,7.0,0.3,4.0,-0.7,-4.0,-0.7,-2.5,4.4,-2.1,N#Cc1cncc(C#Cc2ccccc2)c1
-2.8,0.5,0.6,6.7,3.5,4.2,0.9,11.1,3.9,-0.3,O=C(O)c1ccccc1-c1ccccc1C(=O)Nc1ccc(F)cc1
7.8,-1.4,-0.2,-2.1,0.2,-2.2,6.4,-12.2,0.3,3.5,COc1ccc(NS(=O)(=O)c2cc(NC(=O)COc3ccccc3F)ccc2OC)cc1
-1.5,1.0,0.0,-10.3,2.5,0.9,1.4,-0.4,2.7,-3.5,COCCn1c(-c2ccccc2F)n[nH]c1=S

3 compounds out of the list above, arranged by their value in ADAM10 inh, low to high.
molecule	ADAM10 inh	ARFGAP1 inhibitor	proKLK7 act	TDP2 inh	DDE Tn6 FP inh	LEDGF integ inh	PLC-gamma1 inh	ASAP1 inh	Tn7 DDE FP	ADAM17 inh
FC(F)(F)c1ccccc1Cc1c(-c2ccco2)nc2c3ccccc3ccn12	-30.9	-0.9	-1.4	-6.0	5.9	1.0	-21.5	-2.9	5.6	-11.5
O=c1cc(NCc2ccccc2)[nH]c(=O)[nH]1	0.6	9.6	1.0	-3.9	-9.4	5.1	-1.3	-4.7	-9.5	-0.9
CCc1ccccc1N1C(=O)C(Cl)=C(N2CCOCC2)C1=O	12.4	-1.3	-0.3	-0.9	7.7	-7.9	-15.0	-11.7	6.5	-3.4

Assay outcomes: PubChem BioAssay, The Scripps Research Institute Molecular Screening Center
